NPC1 promoter act: activates the NPC1 promoter; 2.4% of 320,000 active; Potency, µM (highest dose often 9.22 µM), inactives show at the top dose activation, usual class: activators; AID 485313; Huh7 NPC1 promoter luciferase reporter, 24 h;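 further: potency means the concentration at half of the fitted maximal effect; % of control where 0% means no effect; nearly all actives have a fitted effect of over 60% in size; reporter is driven by a mutant NPC1 promoter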
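Huh7 cells stably carrying NPC1 promoter–luciferase, plated in Opti-MEM with 10% FBS for 2 h, were exposed to compound in DMSO for 24 h at 37 °C; luciferase reagent was added for 10 min and luminescence read.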
FBPA coupling cs: counter-screen for Giardia aldolase inhibitors: coupling enzyme system; AID 2472; 0.67% of 290,000 active; coupling enzyme system counterscreen, AmpLite Red fluorescence; activity change, negative = inhibition, % at 58.2 µM, hits read low; in the data active means activity change below about -30%; further: on the % scale 0 is the no-effect control and ±100 the full control effect
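Counterscreen lacking aldolase: glyceraldehyde-3-phosphate coupling-enzyme reagent preincubated 10 min at RT with compound (at 57.5 uM final), then substrate/coupling system with AmpLite Red added; fluorescence read at 525/598 nm after 20 min RT.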
FLuc modulator: firefly luciferase modulation, counter-screen for miR-21 project | P08659 | 6.9% of 360,000 active | purified FLuc, Km substrates, luminescence inhibition | AID 588342 | Potency, µM (doses to about 57.5 µM), for inactives: at the top dose activity change, negative = inhibition, actives largely listed as inhibitors;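 further: potency means the concentration at half of the fitted maximal effect; plate controls were vehicle for no effect and reference inhibitor for full effect; nearly all actives have a fitted effect of over 55% in size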
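Purified P. pyralis luciferase (10nM final) with 10uM D-luciferin and 10uM ATP (Km levels) in 50mM Tris acetate pH 7.5, 10mM Mg acetate, 0.01% Tween-20, 0.05% BSA; qHTS 6-point titration, ~60 µM downward; luminescence read.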
ELG1 genotox: induces genotoxicity in HEK293T cells with luciferase-tagged ELG1; 1.3% of 330,000 active; Potency, µM (highest dose often 46 µM), for the others: at the top dose activity change, positive = activation, hits mostly activators; HEK293T ELG1-luciferase reporter, luminescence, 16 h; further: potency means the concentration at half of the fitted maximal effect; % of control where 0% means no effect; nearly all actives have a fitted effect of over 60% in size
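Screening used a luciferase reporter fused to human ELG1 in HEK293T cells. Luminescence was read on a CCD plate imager after 16 hr exposure and 30 min ONE-Glo incubation.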
uPA generation: inhibitors of cell surface uPA generation; cell surface uPA generation assay, qHTS; Potency, µM (top dose mostly 38.3 µM), without a hit: at the highest dose activity change, negative = inhibition, most hits filed as inhibitors; 0.31% of 330,000 active; AID 540303; active means well fitted inhibition curve with a large enough effect; inconclusive means small, poorly fitted or top-dose-only effect; inactive means no such curve, though single readings can be large or run the other way; tested in mouse RAW 264.7 cells; further: potency means the concentration at half of the fitted maximal effect; on the % scale 0 is the no-effect control and ±100 the full control effect; nearly all actives have a fitted effect of over 55% in size
Giardia killer: Giardia lamblia killing. 0.15% of 340,000 active. Giardia lamblia trophozoite viability. activity change, % at 7.66 µM, hits read low. AID 540267; in the data active means activity change below about -80%; inconclusive means between about -30% and that limit;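 further: parasites exposed to compound for two days anaerobically before the ATP read; on the % scale 0 is the no-effect control and ±100 the full control effect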
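Viability, read as ATP luminescence: trophozoites at 100 cells/well, compound added, 48 hrs anaerobic at 37 deg C, then 15-30 min room-temperature development before reading.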
Tb PFK block: inhibitors of T. brucei phosphofructokinase. O15648. T. brucei PFK, ADP-Glo luminescence. Potency, µM (highest dose often 57.5 µM), inactives show at the highest dose activity, negative = inhibition, actives largely listed as inhibitors. 0.17% of 330,000 active. AID 485367;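 further: potency means the concentration at half of the fitted maximal effect; 0% = uninhibited 1x PFK enzyme wells and -100% = no-enzyme wells; nearly all actives have a fitted effect of over 60% in size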
Target sequence (O15648 whole entry, looked up): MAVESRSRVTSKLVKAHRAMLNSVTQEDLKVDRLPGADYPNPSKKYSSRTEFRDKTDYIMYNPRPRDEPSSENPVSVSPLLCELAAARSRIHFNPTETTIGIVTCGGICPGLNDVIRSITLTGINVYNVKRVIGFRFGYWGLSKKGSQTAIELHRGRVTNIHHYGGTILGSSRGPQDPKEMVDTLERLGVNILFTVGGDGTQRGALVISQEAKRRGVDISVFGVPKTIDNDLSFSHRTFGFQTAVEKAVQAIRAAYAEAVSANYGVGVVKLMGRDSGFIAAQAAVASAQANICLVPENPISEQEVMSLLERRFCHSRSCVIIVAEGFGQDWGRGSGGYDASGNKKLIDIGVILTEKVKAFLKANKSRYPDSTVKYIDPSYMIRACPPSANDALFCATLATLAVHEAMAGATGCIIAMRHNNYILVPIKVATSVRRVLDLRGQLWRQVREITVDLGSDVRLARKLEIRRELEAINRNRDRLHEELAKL
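Activity is normalized to no-enzyme wells (full inhibition) and 1.25 nM enzyme wells (no inhibition). Reaction: 0.5 mM F6P, 0.1 mM ATP, 45 min RT, ADP-Glo luminescence; concentration-response curves fitted and classed by quality.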
Gal4-VP16 FLuc: Gal4-VP16 reporter inhibition counter-screen | Potency, µM (titrated, usually from 53.6 µM), without a hit: at the top dose activity, negative = inhibition, actives largely listed as inhibitors | Drosophila S2 Gal4-VP16 UAS-luciferase, luminescence, 20 h | 3.5% of 310,000 active | AID 2546;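 further: Gal4-VP16 expression switched on by copper sulfate through the metallothionein promoter; potency means the concentration at half of the fitted maximal effect; on the % scale 0 is the no-effect control and ±100 the full control effect; nearly all actives have a fitted effect of over 50% in size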
KCNH2 3.1 inh: KCNH2 3.1 (human) potassium channel inhibition. activity change, % (tested at about 1.8 µM). 0.95% of 340,000 active. AID 720553. U2OS KCNH2 3.1, thallium flux FluxOr; hits give low values;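 active means maximum activity change below -70%; inconclusive means maximum activity change from -70% to -50%; inactive means maximum activity change above -50%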;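 further: thallium influx rate constant from kinetic fluorescence after stimulation buffer; on the % scale 0 is the no-effect control and ±100 the full control effect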
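U2OS cells transduced with KCNH2 3.1 mutant virus (1.77 x 10^8 /mL, 4 h), plated overnight at 37 C, loaded 45 min with FluxOr dye plus Red40 quencher. Thallium flux rate constant from kinetic reads after stimulation buffer, normalised to controls.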
RORgamma inh: inhibitors of mouse ROR gamma transcriptional activity; P51450; Drosophila S2 Gal4-RORgamma UAS-luciferase reporter, 20 h; Potency, µM (doses to about 53.6 µM), for inactives: at the highest dose activity change, negative = inhibition, hits mostly inhibitors; 5.4% of 310,000 active; AID 2551; further: potency means the concentration at half of the fitted maximal effect; on the % scale 0 is the no-effect control and ±100 the full control effect; nearly all actives have a fitted effect of over 60% in size
Target sequence (P51450 whole entry, looked up, the tested form may be a part): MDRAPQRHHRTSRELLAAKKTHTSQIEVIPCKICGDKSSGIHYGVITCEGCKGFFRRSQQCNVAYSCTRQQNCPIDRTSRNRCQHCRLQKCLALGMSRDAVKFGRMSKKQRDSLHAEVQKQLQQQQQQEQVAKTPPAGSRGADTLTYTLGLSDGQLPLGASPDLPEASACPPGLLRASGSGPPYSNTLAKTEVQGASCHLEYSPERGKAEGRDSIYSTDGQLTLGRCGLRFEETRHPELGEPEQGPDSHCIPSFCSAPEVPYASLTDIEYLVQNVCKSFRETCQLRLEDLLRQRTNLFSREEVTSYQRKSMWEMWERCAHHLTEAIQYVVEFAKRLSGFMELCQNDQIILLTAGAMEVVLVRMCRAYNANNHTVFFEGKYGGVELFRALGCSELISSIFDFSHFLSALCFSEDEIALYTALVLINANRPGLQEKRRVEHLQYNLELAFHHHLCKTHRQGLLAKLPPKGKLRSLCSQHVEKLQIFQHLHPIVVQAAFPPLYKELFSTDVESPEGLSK
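In this cell-based reporter format, copper sulfate (700 uM final) drives Gal4–ROR gamma fusion expression from a metallothionein promoter in Drosophila Schneider cells; compounds preincubated 1 hr, reporter read after 20 hr at ambient temperature.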
Rab9 prom act: Rab9 promoter activation; Huh7 Rab9 promoter-luciferase reporter, luminescence, 24 h; Potency, µM (doses to about 9.22 µM), inactives show top-dose activation, negative = inhibition, most hits filed as activators; 2.8% of 320,000 active; AID 485297; further: potency means the concentration at half of the fitted maximal effect; % of control where 0% means no effect; nearly all actives have a fitted effect of over 60% in size
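Cell-based reporter: Huh7 stable for Rab9 promoter-driven luciferase, plated in reduced-serum medium with 10% FBS at 1500 cells/well, compound-treated 24 h at 37 °C, luminescence read after 10 min reagent.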
* = called active by the depositor; ? = inconclusive; . = no result given; & = joins results of further samples; [ ] = dose if it differs, or a comment. Unless noted, the call rests on the fitted dose curve; in most records, active means well fitted curve in the direction sought with a large enough effect; inconclusive means small, poorly fitted or top-dose-only effect, or another doubt; inactive means no such curve, though single readings can be large; an effect the other way counts as inactive or inconclusive.

SMILES	NPC1 promoter act	FBPA coupling cs	FLuc modulator	ELG1 genotox	uPA generation	Giardia killer	Tb PFK block	Gal4-VP16 FLuc	KCNH2 3.1 inh	RORgamma inh	Rab9 prom act
C=CCN1N=C(/C=C/c2ccc(C)cc2)CCC1=O	20%	2	?	19%	4%	9	0%	9%	-108*	?	?
CN(C)S(=O)(=O)Oc1cccc(C(=O)Nc2ccccc2Cl)c1	28%	0	21µM*	?	0%	-7	-7%	-16%	8	19%	5.6µM*
Cc1ccc(NC(=O)CSc2ccccn2)cc1S(=O)(=O)N1CCOCC1	-3%	3	6%	-3%	-1%	14	-1%	1%	4	5%	-8%
COc1ccc(CNC(=O)CCSCc2ccc(C)cc2)cc1	-1%	1	-3%	9%	6%	4	-1%	5%	-22	10%	-3%
Cc1ccc(-n2ncc3c(=O)n(CC(=O)Nc4cccc(Cl)c4)cnc32)cc1C	1%	0	3%	-2%	12%	-1	-8%	4%	-83*	-6%	4%
COc1cc2c(cc1OC)C(c1cc3cccc(C)c3[nH]c1=O)N(C(=O)c1ccco1)CC2 (centres undefined)	-1%	0	-3%	13%	.	.	5%	1%	.	18%	-3%
CC1CCN(c2ccc3nnc(CCC(=O)Nc4cccc(F)c4)n3n2)CC1	-1%	3	1%	0%	0%	-5	-2%	-6%	4	4%	-1%
CCC(=O)c1ccc(OCC(=O)Nc2nc(C)cs2)cc1	.	.	.	4%	2%	7	0%	.	-1	.	.
O=C(CN1CCC(NC(=O)Cc2ccccc2)CC1)Nc1cccc2ccccc12	-2%	1	1%	1%	5%	-2	0%	-12%	1	0%	-1%
Cc1ccccc1NC(=O)NCCN1C(=O)C2C3C=CC(C3)C2C1=O (centres undefined)	-2%	0	1%	?	3%	4	-5%	3%	11	-22%	0%
CC1CCN(c2oc(-c3ccccc3Cl)nc2C#N)CC1	?	1	11µM*	?	0%	-1	-2%	9%	4	25%	?
O=C(O)CCCC(=O)Nc1ccc(Cl)c(Cl)c1	-2%	12	2%	3%	2%	4	1%	-3%	-15	-1%	0%
COc1ccc(CCNC(=O)CCc2ccc(S(=O)(=O)NCC(C)C)cc2)cc1	-7%	3	2%	-5%	-5%	-21	-1%	9%	2	18%	-1%
CC(=O)c1c(C)nc(-c2ccc(Cl)cc2)nc1N	3.5µM*	1	6.7µM*	4.1µM*	3%	-10	?	18%	5	13%	3.2µM*
Cc1cc2c3c([nH]c2cc1S(=O)(=O)N1CCC2(CC1)OCCO2)CC(C)(C)CC3=O	1%	-1	-12%	0%[9.26 µM]	-26%	9	0%	-21%	3	?	-5%
CCC(C)(C(=O)NC1CCCC1)N(C(=O)c1cnccn1)c1ccccc1 (centres undefined)	5%	4	0%	-2%	3%	-17	-5%	0%	-2	-8%	5%
Cc1cc(NC(=O)c2cnn3c(C(F)(F)F)cc(-c4ccc(Br)cc4)nc23)no1	1%	1	10%	-7%	7%	7	5%	2%	-2	-18%	-3%
COc1ccc(-n2c(SCC(=O)N3CCN(c4ccccc4)CC3)nc3c(c2=O)SCC3)cc1	1%	-4	-1%	-6%	16%	13	-5%	-3%	1	18%	-8%
Cc1nc2nc(CSc3nnc(C)s3)cc(=O)n2[nH]1	15%	6	0%	-7%	5%&0%	-22&7	4%	-2%	4&7	6%	0%
Cc1c(C(=O)N(Cc2ccccc2)C2CCS(=O)(=O)C2)oc2ccccc12 (centres undefined)	-1%	-6	-1%	3%	3%	5	1%	-4%	24	-29%	6%
CCOC(=O)Cc1nn(Cc2ccccc2)c(=O)c2ccccc12	1%	1	-1%	-2%	.	-3	1%	-17%	7	5%	10%
N#CC1=C(N)C(C#N)(C#N)C(c2cccnc2)C2CCCC=C12 (centres undefined)	0%	-36*	4%	-16%	.	.	2%	2%	.	?	9%
C/C(=N\NC(=O)c1nnn(-c2nonc2N)c1CN1CCOCC1)c1ccc(CC(C)C)cc1	-8%	-1	-5%	-1%	3%	-12	0%	1%	-3	-33%	4%
O=C1C=CC(=O)N1c1ccc(Sc2ccc([N+](=O)[O-])cc2)cc1	1%	3	?	-3%	.	.	-13%	?	.	-33%	1%
CC(C)Oc1ccc2c(c1)OC(c1ccccc1)(C(F)(F)F)NC2=O (centres undefined)	-2%	1	2%	1%	0%	-2	10%	-8%	0	21%	-5%

Further entries
SMILES	NPC1 promoter act	FBPA coupling cs	FLuc modulator	ELG1 genotox	uPA generation	Giardia killer	Tb PFK block	Gal4-VP16 FLuc	KCNH2 3.1 inh	RORgamma inh	Rab9 prom act
O=C(COc1cccnc1[N+](=O)[O-])Nc1cc(Cl)ccc1Cl	.	.	.	12%	-1%	?	1%	.	23	.	.
CCc1ccc(C(C(=O)NC2CCCC2)N(CCOC)C(=O)CCC(=O)Nc2cc(C)on2)cc1 (centres undefined)	0%	-2	5%	0%	-4%	-11	?	-3%	25	28%	-2%
O=S(=O)(c1ccc2nc(COc3ccccc3)[nH]c2c1)N1CCOCC1	-2%	3	1%	-1%	6%	0	-5%	2%	1	19%	0%
CC(=O)N1CCOc2ccc(S(=O)(=O)NC[C@H]3O[C@@H](n4cnc5c(N)ncnc54)[C@H](O)[C@@H]3O)cc21	.	.	.	5%	18%	-8	-4%	.	7	.	.
Nc1c(C(=O)Nc2ccccc2)sc2nc(-c3cccnc3)ccc12	?	-2	?	3%	.	.	3%	3%	.	-4%	23%
COc1ccc(NC(=O)Nc2ccc(Cc3ccncc3)cc2)cc1OC	2%	4	-20%	-5%	7%	15	-3%	-10%	11	?	?
COc1ccc(OCC(=O)N/N=C2\CCCCc3ccccc32)cc1	0%	-2	-7%	-2%	3%	8	-3%	-10%	8	5%	-3%
CCOC(=O)c1sc(NC(=O)CSc2nc3c(c(-c4ccc(OC)cc4)c2C#N)CCCC3)c(C#N)c1C	-3%	3	0%	0%	4%	16	-3%	-7%	-6	-1%	3%
O=C(/C=C/c1ccccc1)NCC(=O)N/N=C/c1ccco1	-5%	.	1%	17%	6%	12	-3%	-6%	6	3%	3%
Cc1ccccc1N1C(=O)c2ccccc2C1O (centres undefined)	-7%	2	2%	0%	1%	-5	0%	5%	1	-4%	-6%
CC(=O)c1cc(CN2CCC(n3nccc3NC(=O)c3ccccc3)CC2)cs1	1%	.	0%	2%	1%	2	-2%	0%	-18	-19%	-4%
COc1ccccc1NC(=S)NNC(=O)c1nn(C)cc1Cl	0%	1	-10%	0%	-6%	-3	20%	?	6	10µM*	-2%
O=C(Cn1c(NCCO)nc2ccccc21)N1CCN(Cc2ccccc2)CC1	1%	0	-1%	2%	5%	-11	-2%	13%	-14	23%	-4%
CCN1CCN(c2ccc(NC(=O)c3cc4ccccc4cc3OC)cc2C)CC1	29%	.	8.5µM*	?	11µM*	10	3%	.	-19	.	?
CC(=O)Nc1ccc(S(=O)(=O)N2CCN(CCN3CCOCC3)CC2)cc1Cl	-1%	1	0%	0%	6%	-26	-16%	1%	-3	-1%	6%
CCC1(CC)NC(=O)N(CC(=O)OC(C)C(=O)Nc2ccc(Cl)cn2)C1=O (centres undefined)	-3%	.	3%	1%	-1%	-14	-2%	.	-6	.	-4%
CCOC(=O)c1ccc(NC(=O)COc2cc(=O)n(CC)c3ccccc23)cc1	0%	2	-2%	-4%	8%	?	2%	-7%	9	2%	5%
Cc1c(S(=O)(=O)N2CCCC2)c(=O)n(C)c(=O)n1C	-4%	.	6%	1%	1%	-2	-5%	.	14	.	-2%
Cc1cc(C)c2nc(NC(=O)C3CC(=O)N(Cc4ccco4)C3)sc2c1 (centres undefined)	-6%	-2	2%	5%	-1%	7	-1%	-12%[10 µM]	-8	?	-4%
O=C(N/N=C/c1ccc2cccnc2c1)c1ccco1	1.4µM*	-5	6µM*	2.1µM*	-11%	-5	2%	11µM*	-8	?	0.89µM*
COc1ccccc1N1CCN(/N=C\c2ccc(C)o2)CC1	3.5µM*	-7	21µM*	?	-2%	2	-18%	?	-5	?	3.2µM*
Cc1cccc(NC(=O)CCSc2ccccc2)c1C	14%	2	-9%	9%	-14%	0	-2%	7%	5	22%	21%
COc1cccc(NC(=O)CCc2ccccc2)c1	18%	.	?	?	-7%	-4	-1%	.	11	.	?
Cn1ccnc1SCCC#N	1%	2	1%	0%	3%	11	-1%	3%	-2	-4%	-10%
Cc1nc(NC(=O)C2CC2)sc1C(=O)N1CCCCC1	-3%	1	6%	-2%	-2%	12	2%	-1%	5	21%	6%
Cc1cc(C(C)(C)C)oc1C(=O)N(CC(=O)NC1CCCC1)Cc1ccccc1	0%	3	-1%	-6%	0%	0	4%	-16%	1	-38%	1%
COc1ccc(-c2csc(Nc3ccc(S(N)(=O)=O)cc3)n2)cc1OC	-12%	-5	-17%	-14%	-1%	-12	11%	-16%	4	33%	-2%
CCOC(=O)c1c(-c2ccccc2)csc1NC(=O)c1nn(CC)cc1Br	-7%	-2	3%	-13%	5%	-3	-1%	-15%	35	1%	-4%
O=C(CSc1n[nH]c(-c2ccco2)n1)Nc1ccccc1Cl	0%	3	1%	-3%	1%	15	-9%	1%	4	?	-4%

Source: PubChem (National Center for Advancing Translational Sciences (NCATS))
